HT1080-NT tox – qHTS for induction of synthetic lethality in tumor cells producing 2HG: qHTS for the HT-1080-NT fibrosarcoma cell line | hit rate 1.6% among 360,000 | Potency, µM (series often up to 46.1 µM), inactives show at the highest dose activity, negative = less viability, most hits filed as cytotoxic | HT-1080-NT fibrosarcoma viability, CellTiter-Glo ATP luminescence, 48 h | AID 686970, 2013;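 also: NT is the 2HG producing partner of a matched IDH1 knockdown line; potency is read from the fitted curve at half-maximal effect; 0% = DMSO-treated cells and -100% = media-only wells without cells; nearly all actives have a fitted effect of over 55% in size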
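Viability of the 2HG-overproducing fibrosarcoma line after 48 hours of compound exposure at 37 degrees C was determined by luminescence with CellTiter-Glo, and concentration-effect curves were then fitted and categorized.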
KB-V1 MDR tox – qHTS assay for MDR1-selective chemotherapeutics: Primary screen using the drug-selected MDR subline cells KB-V1; KB-V1 MDR cells viability, CellTiter-Glo, 72 h; Potency, µM (series often up to 46.1 µM), for the others: at the top dose activity change, negative = cytotoxicity, actives largely listed as cytotoxic; hit rate 3.4% among 400,000; AID 1347076, 2019; also: potency is read from the fitted curve at half-maximal effect; % is scaled to controls: 0 for no effect and ±100 for the full control effect; nearly all actives have a fitted effect of over 60% in size
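Drug-selected KB-V1 cells, grown in DMEM lacking phenol red with 10% FBS, receive compound titrations; after three days at 37 degrees C, surviving cell ATP is quantified by CellTiter-Glo luminescence and responses normalized and curve-fitted.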
WRN helicase inh – qHTS for Inhibitors of WRN Helicase. hit rate 0.46% among 360,000. WRN helicase unwinding, fluorescent forked duplex, kinetic. Potency, µM (titrated, usually from 114 µM), without a hit: at the highest dose activity change, negative = inhibition, hits mostly inhibitors. AID 651768, 2012; also: potency is read from the fitted curve at half-maximal effect; % is scaled to controls: 0 for no effect and ±100 for the full control effect; nearly all actives have a fitted effect of over 55% in size
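WRN at 20 nM final preincubated with compound 15 min at room temperature; reaction started with 100 nM fluorophore/quencher forked duplex oligonucleotide and 2 mM ATP final. Unwinding followed kinetically by red fluorescence (ex 525, em 598 nm).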
KB-3-1 cytotox – qHTS assay for MDR1-selective chemotherapeutics: Primary screen using the parental adenocarcinoma cell KB-3-1; Potency, µM (titrated, usually from 46.1 µM), for inactives: at the top dose activity change, negative = cytotoxic, actives largely listed as cytotoxic; KB-3-1 viability, CellTiter-Glo ATP luminescence, 72 h; hit rate 1.4% among 400,000; also: potency is read from the fitted curve at half-maximal effect; % is scaled to controls: 0 for no effect and ±100 for the full control effect; nearly all actives have a fitted effect of over 60% in size
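Parental KB-3-1 viability, qHTS format: 72 h compound exposure, 37 °C; CellTiter-Glo; media-only wells and DMSO plates as controls; concentration-effect fits on corrected data.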
HT1080 IDH1KD tx – qHTS for induction of synthetic lethality in tumor cells producing 2HG: qHTS for the HT-1080-IDH1KD cell line; hit rate 2% among 360,000; Potency, µM (highest dose often 46.1 µM), without a hit: top-dose activity, negative = toxicity, most hits filed as cytotoxic; HT-1080 IDH1 knockdown viability, ATP luminescence, 48 h;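 also: potency is read from the fitted curve at half-maximal effect; 0% = DMSO wells and -100% = cell-free medium wells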
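Assay cells: HT-1080 with IDH1 knockdown, 750 per well, RPMI/5% FBS. Exposure: 48 h at 37 °C following 2 h pre-incubation. Read: CellTiter-Glo luminescence; fitted concentration-response, curve class assigned.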
SW480 rereplic – A quantitative high throughput screen for small molecules that induce DNA re-replication in SW480 colon adenocarcinoma cells; AID 624297, 2012; hit rate 1.8% among 340,000; SW480 DNA re-replication, Hoechst DNA content imaging, 48 h; Potency, µM (series often up to 46.1 µM), inactives show at the highest dose re-replication activation, usual class: activators; also: potency is read from the fitted curve at half-maximal effect; % of control where 0% means no effect; nearly all actives have a fitted effect of over 55% in size
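DNA re-replication was detected as more nuclei of elevated Hoechst intensity after 48 hr exposure to compound (23 nL pinned per well of 250 cells).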
MCF10A rereplic – A quantitative high throughput screen for small molecules that induce DNA re-replication in MCF 10a normal breast cells; hit rate 2.9% among 350,000; MCF 10A DNA re-replication, Hoechst nuclear intensity, 48 h; Potency, µM (highest dose often 46.1 µM), inactives show top-dose activity, positive = re-replication, usual class: activators; also: potency is read from the fitted curve at half-maximal effect; % of control where 0% means no effect; nearly all actives have a fitted effect of over 50% in size
ATXN2 expr inh – Primary qHTS for Inhibitors of ATXN expression; HEK-293 ATXN2-luciferase reporter, luminescence, 24 h; Potency, µM (highest dose often 57 µM), inactives show at the top dose activity change, negative = inhibition, usual class: inhibitors; hit rate 0.72% among 360,000; AID 1745845, 2022; also: potency is read from the fitted curve at half-maximal effect; % is scaled to controls: 0 for no effect and ±100 for the full control effect; nearly all actives have a fitted effect of over 55% in size
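ATXN2-luciferase reporter cells (luciferase flanked by upstream and downstream ATXN2 gene portions) were treated 24 h at 37 °C with compounds at up to 57 uM. SteadyGlo luminescence gave expression; GF-AFC fluorescence gave viability.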
IL1B secr inh – qHTS for Inhibitors of Inflammasome Signaling: IL-1-beta AlphaLISA Primary Screen | THP-1 LPS/ATP IL-1B secretion, AlphaLISA, 16 h; hits give low values | activity change, % at 57.5 µM | hit rate 4.7% among 360,000; in the data active = activity change below about -50%; inconclusive = mostly about -30% to -49%; also: % is scaled to controls: 0 for no effect and ±100 for the full control effect
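Secreted IL-1B measured by AlphaLISA bead assay after 16 h compound exposure of THP-1 cells; compounds (final up to 57.5 uM) added 1 h before LPS (250 ng/mL) and ATP (1.25 mM) stimulation; lower signal means less secretion.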
* hit, by the source's call; ? = inconclusive; / = not tested or not shown; [ ] = remark or other dose. Unless noted, calls follow the shape of the dose curve; as a rule, active = well fitted curve in the direction sought with a large enough effect; inconclusive = small, poorly fitted or top-dose-only effect, or another doubt; inactive = no such curve, though single readings can be large; an effect the other way counts as inactive or inconclusive.

SMILES	HT1080-NT tox	KB-V1 MDR tox	WRN helicase inh	KB-3-1 cytotox	HT1080 IDH1KD tx	SW480 rereplic	MCF10A rereplic	ATXN2 expr inh	IL1B secr inh
CC(C)(C)c1ccc(C(=O)C2CCCN(C(=O)CN3CCCC3=O)C2)cc1 (stereo unspecified)	0%	?	1%	1%	0%	19%	2%	/	40
COc1ccc(S(=O)(=O)N2CCN(CC(=O)NC(Cc3ccccc3)C(C)=O)CC2)cc1 (stereo unspecified)	1%	-1%	8%	-5%	-3%	2%	-2%	/	-20
CCc1cnc(Nc2nc(C(N)Cc3ccc(Cl)cc3)cs2)nc1 (stereo unspecified)	21µM*	2%	3%	0%	?	/	/	?	?
Cc1ccc(S(=O)(=O)/N=C2\C=C(Nc3cccc(C(=O)O)c3)C(=O)c3ccccc32)cc1	23µM*	-55%	8%	23µM*	21µM*	?	?	?	-93*
CCNC(=O)CN(c1ccccc1)S(=O)(=O)c1ccc(Cl)cc1	4%	-4%	-4%	-1%	9%	3%	3%	-2%	-4
COc1cc2cc3c(N)c(C(=O)Nc4sc(C)c(C)c4C#N)sc3nc2cc1OC	?	-5%	?	1%	?	-4%	0%	-5%	11
COc1ccc(C=NCCc2ccc(OC)c(OC)c2)cc1OC	2%	10%	-2%	16%	3%	/	/	/	7
CCOc1ccc(-c2nnc3ccc(SC(C)C)nn23)cc1	14%	-5%	4%	12%	13%	-2%	2%	-23%	20
Cc1cc(C)c(S(=O)(=O)Nc2cccc3nsnc23)c(C)c1	-1%	15µM*	-27%	18µM*	0%	1%	?	-5%	-17
CN(CC(=O)Nc1cccc(F)c1)CC(=O)Nc1cc(S(=O)(=O)N2CCOCC2)ccc1Cl	-1%	-21%	-3%	-3%	-14%	4%	-3%	-20%	-1
CCSc1nnc(-c2ccncc2)o1	16%	1%	1%	-18%	6%	-13%	0%	1%	-21
O=C(NCc1ccco1)/C(=C\c1cccs1)NC(=O)c1ccccc1	2%	14%	4%	19%	0%	-24%	-4%	-24%	-5
CC1CCN(S(=O)(=O)c2ccc3c(ccn3CCC(=O)N3CCCCC3)c2)CC1	-5%	-17%	1%	-3%	-6%	1%	10%	-21%	-7
COc1ccc(N(C(=O)COc2cccc(C)c2)S(=O)(=O)c2ccc(C)cc2)cc1	-11%	-2%	-10%	14%	-9%	-2%	?	-11%	16
COC(=O)c1ccccc1NC(=O)Cn1c(SC)c(F)cnc1=O	11%	?	5%	3%	4%	-3%	-2%	-6%	6
CCOc1ccc(-c2nc(N)ncc2Oc2ccccc2Br)c(O)c1	?	-18%	-7%	-1%	23µM*	26%	?	-7%	-22
O=C(NNC(=O)c1cccnc1SCc1cccc([N+](=O)[O-])c1)c1ccccn1	?	?	-30%[57.1 µM]	?	?	?	?	7.9µM*	35
Cc1nc2c3ccccc3n(CC#N)c(=O)n2n1	-6%	-7%	-5%	-1%	-5%	0%	0%	5%	56
O=C(COC(=O)c1ccccc1NS(=O)(=O)c1ccc(Cl)cc1)NCc1ccccc1	-2%	-3%	-14%	-2%	-3%	8%	?	-3%	0
COc1cc(CNc2ccc(O)cc2)cc(Br)c1OCc1ccccc1F	?	-10%	?	0%	?	?	?	-25%	-1
CCC(=O)NNc1cc(=O)c2c(=O)n(C)c(=O)n(C)c2[nH]1	11%	10%	6%	5%	0%	-6%[9.22 µM]	-4%	3%	12
Cc1nnc(N/N=C/c2ccco2)n1N	3%	0%	-10%	-1%	-9%	-4%	1%	-17%	16
CCN1CCCC1CNC(=O)c1cc([N+](=O)[O-])c(N(C)C)cc1OC (stereo unspecified)	5%	-5%	7%	2%	5%	?	?	20%	33
O=C(c1ccco1)N1CCCN(Cc2nc(Cc3ccccc3)no2)CC1	-3%	-19%	-9%	18%	15%	-3%	0%	20%	48
c1ccc2c(c1)OC1OC2Oc2ccccc21	1%	-14%	7%	7%	2%	-5%	-3%	5%	11
O=C(C(NS(=O)(=O)c1cccs1)c1ccccc1)N1CCN(c2ccccc2F)CC1 (stereo unspecified)	-5%	-3%	-1%	-11%	-1%	10%	-8%	-1%	-3
CC(C)CN(C(=O)COC(=O)c1ccc2c(c1)OCO2)c1c(N)n(Cc2ccccc2)c(=O)[nH]c1=O	-6%	-1%	-8%	16%	-5%	0%	9%	-18%	-55*
COc1ccc(OC)c(N(CC(=O)N2CCCCC2)S(=O)(=O)c2ccc(OC)c(OC)c2)c1	14%	-1%	0%	6%	12%	-2%	5%	1%	-19
CC1CC(C)CN(S(=O)(=O)N2CCC(C(=O)NCc3ccco3)CC2)C1 (stereo unspecified)	-5%	-22%	-2%	-10%	-8%	-110%[inhibitor]	-2%	/	-12
O=C(COC(=O)/C=C/c1ccc(Cl)cc1)NCCc1ccccc1	9%	2%	-8%[57.1 µM]	20%	4%	4%	9%	-13%[11.3 µM]	16
Cc1ccccc1-n1c(SCC(=O)N2CCOCC2)nc(O)cc1=O	4%	-4%	4%	1%	5%	-4%	-8%	-5%	6
CCOc1ccc(NC(=O)C2CCCN2S(=O)(=O)c2ccc3c(c2)C(C)(C)C(=O)N3C)cc1 (stereo unspecified)	-4%	14%	-2%	?	-5%	-13%	-6%	-8%	31
NS(=O)(=O)c1ccc(CCN2C(=O)CCC2=O)cc1	30%	25%	-3%	-5%	13%	0%	0%	-4%	13
CCOc1ccc(/C=N/NC(=O)c2cc(-c3ccco3)nc3ccccc23)cc1	?	0%	-14%	2%	-13%	?	4.1µM*	10%	-15
Cc1ccc(C2(c3noc(CN(C)CC4CCCCO4)n3)CCCC2)cc1 (stereo unspecified)	4%	6%	-10%	1%	-1%	19%	?	/	5
N#Cc1ccc(-c2nc3ccc(Br)cc3c(=O)n2O)cc1	1%	26%	-8%	?	10%	-4%	1%	-7%	11
O=C(OCCOc1ccccc1)c1cccc(S(=O)(=O)N2CCOCC2)c1	-5%	18µM*	0%	1%	3%	-2%	-1%	6%	6
COC(=O)c1cc2sccc2n1CC(=O)Nc1cc(OC)cc(OC)c1	?	?	-2%	-18%	-29%	3%	-12%	-4%	-12
O=C(NC1CC1)C1CCCN(C(=O)Nc2ccc(F)cc2)C1 (stereo unspecified)	4%	0%	-9%	-5%	6%	-1%	0%	-2%	-13
CN(C)c1ccc(-c2cc(NC=O)c3ncc(-c4ccc(F)c(Cl)c4)n3c2)cc1	?	0%	-7%	?	?	/	/	-23%	?
O=C(COC(=O)/C=C/c1ccc([N+](=O)[O-])cc1)NC(=O)NC1CCCCC1	?	-11%	13%	-3%	-13%	-21%	?	-3%	-25
CCOC(=O)c1cc(-c2ccccc2)sc1NC(=O)C(C)Sc1nnc(C)s1 (stereo unspecified)	-2%	?	-24%[57.1 µM]	10%	-2%	1%	?	-22%[11.3 µM]	-77*
CC(C)(C)C(=O)N=C1SC2CS(=O)(=O)CC2N1c1ccc2c(c1)OCO2 (stereo unspecified)	10%	?	3%	10%	12%	-2%	0%	1%	5
O=C(Oc1cccc(OC(=O)N2CCCCC2)c1)N1CCCCC1	-23%	0%	3%	-10%	-1%	-5%	3%	-13%[11.3 µM]	19

In the list so far, 6 have a Cl atom.
SMILES	HT1080-NT tox	KB-V1 MDR tox	WRN helicase inh	KB-3-1 cytotox	HT1080 IDH1KD tx	SW480 rereplic	MCF10A rereplic	ATXN2 expr inh	IL1B secr inh
CCc1cnc(Nc2nc(C(N)Cc3ccc(Cl)cc3)cs2)nc1 (stereo unspecified)	21µM*	2%	3%	0%	?	/	/	?	?
CCNC(=O)CN(c1ccccc1)S(=O)(=O)c1ccc(Cl)cc1	4%	-4%	-4%	-1%	9%	3%	3%	-2%	-4
CN(CC(=O)Nc1cccc(F)c1)CC(=O)Nc1cc(S(=O)(=O)N2CCOCC2)ccc1Cl	-1%	-21%	-3%	-3%	-14%	4%	-3%	-20%	-1
O=C(COC(=O)c1ccccc1NS(=O)(=O)c1ccc(Cl)cc1)NCc1ccccc1	-2%	-3%	-14%	-2%	-3%	8%	?	-3%	0
O=C(COC(=O)/C=C/c1ccc(Cl)cc1)NCCc1ccccc1	9%	2%	-8%[57.1 µM]	20%	4%	4%	9%	-13%[11.3 µM]	16
CN(C)c1ccc(-c2cc(NC=O)c3ncc(-c4ccc(F)c(Cl)c4)n3c2)cc1	?	0%	-7%	?	?	/	/	-23%	?
